# High-throughput results as filed in PubChem BioAssay.
# FXIIa single = blocks human coagulation factor XIIa activity | P00748 | purified human FXIIa, AMC substrate fluorescence, 2 h | inhibition, % at 10 µM | hit rate 0.2% among 33,000; in the data active = inhibition above about 30%;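 also: 0% = enzyme with vehicle only and 100% = no enzyme blank; many of its hits are not listed in these tables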
# Target sequence (P00748 20-372 limits assumed): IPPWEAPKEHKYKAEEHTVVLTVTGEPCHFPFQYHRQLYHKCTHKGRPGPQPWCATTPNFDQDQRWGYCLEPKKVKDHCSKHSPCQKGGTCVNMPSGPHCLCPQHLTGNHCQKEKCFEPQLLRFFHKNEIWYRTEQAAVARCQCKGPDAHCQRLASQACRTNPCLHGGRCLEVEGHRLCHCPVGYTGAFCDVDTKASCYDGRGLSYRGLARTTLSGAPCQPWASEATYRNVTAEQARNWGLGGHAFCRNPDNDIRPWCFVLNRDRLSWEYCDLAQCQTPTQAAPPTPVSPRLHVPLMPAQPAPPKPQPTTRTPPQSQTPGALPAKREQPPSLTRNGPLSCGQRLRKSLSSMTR
# Target sequence (P00748 373-615 limits assumed): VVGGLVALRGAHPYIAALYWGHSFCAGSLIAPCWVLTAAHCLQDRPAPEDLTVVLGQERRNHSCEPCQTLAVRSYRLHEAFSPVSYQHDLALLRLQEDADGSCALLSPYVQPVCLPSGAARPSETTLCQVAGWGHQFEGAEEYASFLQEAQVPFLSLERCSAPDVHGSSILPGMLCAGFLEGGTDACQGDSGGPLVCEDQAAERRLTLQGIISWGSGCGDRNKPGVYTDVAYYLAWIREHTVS
# FXIa single inh = blocks human coagulation factor XIa activity | P03951 | purified human FXIa, fluorogenic AMC substrate cleavage | AID 687 | hit rate 0.3% among 33,000 | inhibition, % at 10 µM;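 active = inhibition above 40% in the primary screen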;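 also: 0% = enzyme without compound and 100% = blank wells lacking enzyme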
# * hit, by the source's call.
SMILES,FXIIa single,FXIa single inh
Cc1c(NC(=O)c2cc3ccccc3c(=O)s2)c(=O)n(-c2ccccc2)n1C,5,1
Cc1ccc(C)c(S(=O)(=O)Nc2ccc3scnc3c2)c1,3,1
CSc1nsc(SCC(=O)N2CCc3ccccc32)n1,3,-7
CCCCc1nc2n[nH]c(N)c2c2c1CSC(C)(C)C2,-1,-8
CC1=Nc2ccccc2/C1=C\c1nc(-c2ccc(F)cc2)oc1O,19,1
O=C(O)CCC(=O)Nc1ccc(Cc2ccc(NC(=O)CCC(=O)O)cc2)cc1,7,-7
CS(=O)(=O)N(CCc1ccccc1)CC(=O)NCc1ccncc1,-2,-2
CCCC(C(=O)OCC)P(=O)(c1ccccc1)c1ccccc1 (stereo unspecified),-2,-4
COc1ccc(Nc2nc(N)nc(CN(C)C3CCCCC3)n2)cc1,3,6
O=C(O)C1CC=CCC1C(=O)NCCc1ccccc1 (stereo unspecified),2,-4
Cc1cccc(C(=O)NCCN2CCCC2)c1,-1,-2
O=C(COc1ccc2c(c1)C(=O)CC1(CCCCC1)O2)NCc1ccccc1,-4,-7
C=CCn1c(SCC(=O)NCc2ccc3c(c2)OCO3)nc2scc(-c3ccccc3)c2c1=O,3,-10
Cc1cc(C)cc(N2Cc3ccccc3C2)c1,7,-1
O=C(c1ccccc1F)N1CCN(Cc2ccccc2F)CC1,-1,2
O=C(CCCN1C(=O)c2ccccc2C1=O)NCc1cccnc1,2,-1
COc1cccc(/C=N/Nc2snc(SC)c2C#N)c1,2,-18
CN1C(=O)SC(Nc2ccccc2)C1=O (stereo unspecified),22,0
O=C(Nc1cccc(NC(=O)c2cccs2)c1)c1ccco1,5,7
O=c1cc(N2CCN(Cc3ccccc3)CC2)[nH]c(=O)n1-c1cccc(C(F)(F)F)c1,-14,0
O=C(CSc1nnc(CN2CCOCC2)n1-c1ccccc1)Nc1ccc(Cl)cc1,7,-3
Cc1nnc(C)n1/N=C/c1cccnc1,7,-6
CCN(CC)S(=O)(=O)c1cccc(C(=O)N[C@H](C(=O)O)C(C)C)c1,5,-7
Cc1cc(C)n(C2CCCCC2OC(=O)c2ccccc2F)n1 (stereo unspecified),5,-12
Cc1ccc(N(CC(=O)NCc2ccccc2Cl)S(=O)(=O)c2cccs2)cc1,-3,-2
Oc1ccc(C=NCC2COc3ccccc3O2)cc1 (stereo unspecified),6,-7
COc1ccccc1N1CCN(C(c2ccc(Cl)cc2)c2nnnn2C(C)(C)C)CC1 (stereo unspecified),6,-3
O=C(c1ccccc1)N1CCC(c2nc(-c3ccc(S(=O)(=O)NCC4CCCO4)cc3)no2)CC1 (stereo unspecified),-18,20
CC(=O)NC1=NC(=O)/C(=C/N2CCCCC2)S1,6,-11
c1ccc2cc(Sc3ncnc4c3oc3ccccc34)ccc2c1,-3,5
Cc1nc2ccccc2c(=O)n1NC(=O)c1ccc(F)cc1Cl,-5,0
CS(=O)(=O)NCCSCc1c(Cl)cccc1Cl,16,-1
COc1ccc(/C(N)=N/OC(=O)CSc2ccc(C)cc2)cc1OC,4,-13
CN(C)c1ccc(C(=O)c2ccccc2)cc1,-10,29
CCOc1ccc2nc(NC(=S)N(C)C)sc2c1,2,-6
O=C(O)c1ccc2c(c1)OCCO2,6,7

# Next part (three carried over from the part before).
SMILES,FXIIa single,FXIa single inh
CN(C)c1ccc(C(=O)c2ccccc2)cc1,-10,29
CCOc1ccc2nc(NC(=S)N(C)C)sc2c1,2,-6
O=C(O)c1ccc2c(c1)OCCO2,6,7
COC(=O)c1cn(NC(=O)c2cccc(OC)c2)c(=O)c2ccccc12,-11,-9
Cn1cc(Cl)c(-c2nc3ccccc3[nH]2)n1,4,1
CN(Cc1ccccc1)Cc1c[nH]c2ccccc12,13,3
O=C(CCc1ccccc1)Nc1ccccc1F,5,-6
CC/C(C)=C1\SC(N2CCN(c3cccc(C(F)(F)F)c3)CC2)=NC1=O,3,-3
O=C(Nc1ccc(F)cc1)c1sc2cc(C(F)(F)F)cnc2c1-c1cccs1,6,-2
CN(C)c1nccc(N(Cc2ccccc2)Cc2ccccc2)c1C#N,4,5
CCC(C)NS(=O)(=O)c1ccc(OCC(=O)N2CCCC2)cc1 (stereo unspecified),-13,2
CC1(C2CC2)NC(=O)NC1=O (stereo unspecified),3,6
CCCCCC(=O)NC(NC(=S)NC1CCS(=O)(=O)C1)C(Cl)(Cl)Cl (stereo unspecified),4,-1
COc1cc(-c2noc(CCCC(=O)NCc3ccco3)n2)cc(OC)c1OC,1,-3
O=[n+]1c2c(n([O-])c3ccccc31)CCCC2,-2,-5
CCCNC(=O)NC(=O)CSc1ccc2c(c1)OCCO2,10,-5
COc1ccc(-c2nc(CC(=O)O)cs2)cc1,4,7
N#Cc1ccccc1NC(=O)Nc1ccc(Cl)cc1,5,7
CC1CCCN(C(=S)NCCc2ccccc2)C1 (stereo unspecified),4,6
Cc1cc(NCc2ccccn2)nc2ccccc12,3,6
COc1ccc(C2C3=C(Nc4ncnn42)c2ccccc2CCC3)cc1 (stereo unspecified),6,1
CCOC(=O)c1sc(NS(=O)(=O)c2ccccc2Cl)nc1C,-12,28
CCN(CC)c1ccc(NC(=O)Nc2ccc(C(C)=O)cc2)cc1,2,-1
Cc1nn(C(C)(C)C)c(OC(=O)c2cccs2)c1Sc1ccccc1,5,-10
CCCC(C)c1nnc(NC(=O)C2CCCO2)s1 (stereo unspecified),-19,0
CC1CN(C2CCN(C(=O)COc3ccccc3)CC2)CC(C)O1 (stereo unspecified),1,-5
CCN(CC)S(=O)(=O)c1cccc(-c2nnc(SCC(=O)NC3CCCCCCC3)n2N)c1,7,-8
COc1ccc(CNC2CCCC2)c(OC)c1OC,3,-5
COc1cc(-c2nc(-c3ccccc3)c(-c3cccs3)[nH]2)cc(OC)c1O,2,-12
CCC(=O)Nc1cc(-c2nn(C)c(=O)c3ccccc23)ccc1N1CCCCC1,6,-1
COCC(=O)NCCSc1c(C)[nH]c2ccccc12,2,2
CCCN(CCC)CCNS(=O)(=O)c1ccc2c(c1)CCN2C(=O)C1CCC1,-9,13
CC(C)[C@H](NC(=O)Nc1ccccc1F)C(=O)O,9,-4
CSc1ccccc1C(=O)N1CCOCC1,2,-4
CC(C)CC(=O)NCc1ccc(F)cc1,5,-2
CCN(CC)CCNc1nc2c(c(=O)[nH]c(=O)n2C)n1CCOc1ccccc1,5,-2
O=C(c1c[nH]c2ccc(S(=O)(=O)N3CCOCC3)cc2c1=O)N1CCN(c2ccccn2)CC1,0,-3
O=C(NCCc1csc(-c2ccccc2)n1)c1ccc(Br)o1,7,-5
CC1CCc2nc(NC(=O)C3CCCO3)sc2C1 (stereo unspecified),4,-1
COc1ccc2c(c1)CC/C(=C\C=C\c1ccccc1OC)C2=O,10,1
COc1ccc(N(C(=O)c2ccccc2OC(C)=O)C(C)C2CC2)cc1 (stereo unspecified),7,5
COC(=O)c1ccc(NC(=O)CCS(=O)(=O)c2ccc(Br)s2)cc1,13,2
Cc1ccc(S(=O)(=O)N2CCC(C(=O)NCCc3ccccc3)CC2)cc1,0,0
N#CC1(c2ccccc2)CCCN1C(=O)c1ccccc1Cl (stereo unspecified),2,-6
COc1ccc(C2/C(=C(/O)c3ccccc3)C(=O)C(=O)N2c2ccccn2)c(OC)c1 (stereo unspecified),8,8
Cc1c(C=O)c(C=O)c(C)n1Cc1ccccc1,15,-1
Cc1cc(NC(=O)CCSc2nc(-c3ccco3)cc(C(F)(F)F)n2)no1,3,4
Cn1nc(C(=O)N2CCN(S(=O)(=O)c3ccccc3)CC2)c2ccccc2c1=O,3,-3
Cc1cc(COc2ccccc2O)on1,9,7
Cc1cc(NC(=O)c2cnc3ccccn3c2=O)no1,2,2
CCNC(=O)NCCc1c[nH]c2ccc(Cl)cc12,-18,-5
CCc1nnc(NC(=O)CSc2nnc(-c3ccoc3C)n2-c2ccc(C)cc2)s1,9,0
Cc1ccc(-n2c(N)c(C(=O)NCc3cccnc3)sc2=S)cc1,-11,-12
CCn1c(/C=C/c2ccc([N+](=O)[O-])o2)nc2ccccc2c1=O,10,-7
CCC1(C)CC(c2csc(N)n2)CCO1 (stereo unspecified),1,-3
CC(C)(C)c1nc(SCC(=O)Nc2ccc(N3CCOCC3)cc2)c2ccccc2n1,12,6
Cc1cc(C)cc(NC(=O)c2cccc(NC(=O)C3C4CC5OC(=O)C3C5C4)c2)c1 (stereo unspecified),0,0
COC(=O)N/N=C(\C)c1ccc(Br)cc1,7,7
C=CCn1c(SCC(=O)O)nnc1-c1cccs1,-4,3
CC(C)NC(=O)Cc1ccc(Br)cc1,4,10
N=c1c(C(=O)NCc2ccco2)cc2c(=O)n3ccccc3nc2n1CC1CCCO1 (stereo unspecified),-1,1
O=C(Nc1cccc(-c2nnn(CC(=O)N3CCc4ccccc4C3)n2)c1)C1CCC1,2,-7
COC(=O)CCCNS(=O)(=O)c1ccc2ccccc2c1,-15,2

# (continued)
SMILES,FXIIa single,FXIa single inh
C=CCc1cccc(/C=N/n2c(C)nnc2C)c1O,5,8
COc1cc(/C=C(\C#N)c2nc3c(s2)CC(C)CC3)ccc1O (stereo unspecified),9,4
CC(SCc1ccccc1)C(=O)Nc1ccc2c(c1)OCO2 (stereo unspecified),8,6
CCC1CCCCN1S(=O)(=O)c1ccc(S(=O)(=O)N2CCN(S(=O)(=O)CC)CC2)cc1 (stereo unspecified),4,-6

# Of the compounds above, these have an aryl methoxy group.
SMILES,FXIIa single,FXIa single inh
COc1ccc(Nc2nc(N)nc(CN(C)C3CCCCC3)n2)cc1,3,6
COc1cccc(/C=N/Nc2snc(SC)c2C#N)c1,2,-18
COc1ccccc1N1CCN(C(c2ccc(Cl)cc2)c2nnnn2C(C)(C)C)CC1 (stereo unspecified),6,-3
COc1ccc(/C(N)=N/OC(=O)CSc2ccc(C)cc2)cc1OC,4,-13
COC(=O)c1cn(NC(=O)c2cccc(OC)c2)c(=O)c2ccccc12,-11,-9
COc1cc(-c2noc(CCCC(=O)NCc3ccco3)n2)cc(OC)c1OC,1,-3
COc1ccc(-c2nc(CC(=O)O)cs2)cc1,4,7
COc1ccc(C2C3=C(Nc4ncnn42)c2ccccc2CCC3)cc1 (stereo unspecified),6,1
COc1ccc(CNC2CCCC2)c(OC)c1OC,3,-5
COc1cc(-c2nc(-c3ccccc3)c(-c3cccs3)[nH]2)cc(OC)c1O,2,-12
COc1ccc2c(c1)CC/C(=C\C=C\c1ccccc1OC)C2=O,10,1
COc1ccc(N(C(=O)c2ccccc2OC(C)=O)C(C)C2CC2)cc1 (stereo unspecified),7,5
COc1ccc(C2/C(=C(/O)c3ccccc3)C(=O)C(=O)N2c2ccccn2)c(OC)c1 (stereo unspecified),8,8
COc1cc(/C=C(\C#N)c2nc3c(s2)CC(C)CC3)ccc1O (stereo unspecified),9,4

# Only part of the results is shown; count on the stated rates, not on these rows.
